IkB signaling: inhibitors of IkB signaling in ABC-DLBCL cells; ABC-DLBCL IkBa-CBG/CBR dual luciferase ratio, 4 h; response scale: scaled: untreated 0%, proteasome inhibitor 100%; Potency, µM (doses to about 57.1 µM), inactives show top-dose IkBa stabilization activation; 110,000 compounds, 0.04% hits; AID 445; active means well fitted curve in the direction sought with a large enough effect in the signal ratio, not every such curve was filed as active; inconclusive means small, poorly fitted or top-dose-only effect, or a change in a side signal; the % refers to the signal ratio;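 further: the direction sought is a rising ratio; 0% = basal untreated cells and 100% = reference inhibitor full response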
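Luminescence ratio of IκBα-fused green versus native red beetle luciferase in OCI-Ly3 cells, 4 h post-doxycycline with compound; red signal alone, scaled from basal (0%) to zero light (-100%), flagged nonspecific or cytotoxic effects.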
Peg3 imprint: induces erasure of genomic imprints in mouse ES cells; mouse ES Peg3-LacZ reporter, beta-gal luminescence, 40 h; Potency, µM (highest dose often 60.7 µM), inactives show at the highest dose activity change, positive = activation, most hits filed as activators; 110,000 compounds, 0.02% hits;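 further: 0% = negative control wells on the plate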
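Readout: BetaGlo luminescence (5 min, room temp) for LacZ from the normally silent maternal Peg3 allele in female Peg3LacZ-Neo ES cells. Cells 300/well, 40 h, 37C, 5% CO2. Data normalized per plate to negative controls.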
p53ts 39C kill: p53ts cell cytotoxicity, nonpermissive temperature. H1299-p53A138V viability at 39C, ATP luminescence, 24 h. 130,000 compounds, 1.5% hits. Potency, µM (top dose mostly 46.1 µM), inactives show top-dose activity change, negative = cell killing, usual class: cytotoxic; further: nearly all actives have a fitted effect of over 55% in size
p53ts 32C tox: p53ts cell cytotoxicity, permissive temperature | H1299-p53A138V at 32C, ATP luminescence viability, 24 h | Potency, µM (highest dose often 46.1 µM), for the others: top-dose activity change, negative = cytotoxicity, actives largely listed as cytotoxic | 130,000 compounds, 0.93% hits;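 further: 0% = DMSO and -100% = full killing by reference compound; nearly all actives have a fitted effect of over 55% in size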
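Cells: H1299 p53ts (A138V), 600/well, pre-incubated 16–30 h at 37C. Cpd up to 46 uM, 24 h, 32C. Readout: ATPlite luminescence, 20 min RT. Normalization: DMSO vs tamoxifen 100 uM. AC50 by Hill equation.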
* marks the source's active call; other numbers are inactive results; ? = inconclusive; . = no result given; [ ] = remark or other dose. Unless noted, the call rests on the fitted dose curve; in most records, active means well fitted curve in the direction sought with a large enough effect; inconclusive means small, poorly fitted or top-dose-only effect, or another doubt; inactive means no such curve, though single readings can be large; an effect the other way counts as inactive or inconclusive. Unless noted, on the % scale 0 is the no-effect control and ±100 the full control effect; potency means the concentration at half of the fitted maximal effect.

structure,IkB signaling,Peg3 imprint,p53ts 39C kill,p53ts 32C tox
CN(C)/C=c1\sc2c(C#N)cc(C(=O)c3ccc(Br)cc3)n2c1=O,0.2%,3%,4%,16%
Cc1noc2ncnc(NCc3ccc(Cl)cc3)c12,?,?,-10%,-7%
Cc1cc(NC(=O)CSc2nnc(-c3ccc(Cl)s3)o2)no1,8.0%,-32%[inhibitor],?,-15%
Cc1nc2c3c(-c4ccccc4)nc(N4CCOCC4)nc3nn2c(C)c1CCC(=O)O,-0.9%,-15%,4%,7%
CCOc1cccc(C2C(C(=O)c3ccc(C)o3)=C(O)C(=O)N2Cc2ccncc2)c1 (stereo not drawn),2.4%,1%,5%,8%
COc1ccccc1Oc1coc2cc(OC(=O)N3CCOCC3)ccc2c1=O,-0.6%,-23%,-3%,1%
Cc1ccc2nc3c(c(Nc4ccc(C)c(C)c4)c2c1)CCC3,?,-10%[10.9 µM],10µM*,?
C#CCCCO/N=C1/C[C@@H](O)[C@@H](O)[C@@H]2[C@H]3C(=O)N(c4ccc(F)cc4F)C(=O)[C@@H]3CC[C@H]12,.,.,-2%[9.22 µM],0%[9.22 µM]
Cc1cccc(NC(=O)C2CCCN(c3nnc(-n4c(C)ccc4C)s3)C2)c1C (stereo not drawn),?,-5%[10.9 µM],-7%,5%
COc1ccc(C2=NS(=O)(=O)N(C)C(C(=O)Nc3ccc(OC(F)(F)F)cc3)=C2)cc1,2.3%,-7%[10.9 µM],-22%,19%
CCN(CC)C(=O)COc1ccc(CC(=O)O)cc1OC,-1.1%,-4%,-1%,2%
CCOC(=O)c1cc2occc2n1CC(=O)N1CCOCC1,0.0%,-3%,-5%,6%
CSc1ccc(S(=O)(=O)NCc2ccc(Cl)cc2)cc1,0.0%,-10%,-3%,12%
CCCn1c(=NC(=O)c2ccc3c(c2)OCO3)c(C#N)cc2c(=O)n3cccc(C)c3nc21,4.0%,-9%,3%,6%
Nc1ccc(CN2CCN(c3ccc4ccccc4n3)CC2)cc1,-3.2%,-8%,13%,-3%

(listing goes on)
structure,IkB signaling,Peg3 imprint,p53ts 39C kill,p53ts 32C tox
O=C(Cc1ccc(Cl)c(Cl)c1)OCC(=O)c1ccc[nH]1,-1.4%,-5%,-23%,-9%
COCOc1ccc(Br)cc1C(=O)/C=C\c1ccc2c(c1)OCO2,.,.,5%[9.22 µM],-18%[9.22 µM]
COc1ccc(OC)c(S(=O)(=O)N(C)CC(=O)N2CCN(c3cccc(Cl)c3)CC2)c1,?,-6%,12%,18%
Cc1ccc(NC(=O)Cn2c(=O)n(Cc3nc(C)no3)c(=O)c3ccccc32)c(Cl)c1,-0.1%,7%[10.9 µM],-1%,4%
O=C(Nc1ccc(N2CCN(C(=O)c3ccc(Cl)cc3)CC2)cc1)c1cccnc1,-0.9%,-2%,5%,4%
COC(=O)CCSCC(=O)Nc1nnc(C)s1,0.8%,-15%,19%,20%
O=C(Cn1cc(S(=O)(=O)c2ccccc2)c(=O)c2cc(Cl)ccc21)Nc1ccc2c(c1)OCO2,1.3%,-11%[10.9 µM],6%,8%
CCOCCCNC(=O)C1CCCN1S(=O)(=O)c1ccc(Cl)cc1 (stereo not drawn),1.6%,-2%,4%,-1%
Cc1cc(N(C)C)nc(SC(C)C)n1,0.3%,-11%,10%,7%
CCOc1cc(C)c(C(C)C)cc1S(=O)(=O)N1CC(C)OC(C)C1 (stereo not drawn),1.0%,-12%,10%,-1%
Cc1cccc(C)c1NC(=O)Cn1cc(C(=O)c2ccco2)c2ccccc21,?,-10%[10.9 µM],?,-16%
COc1ccc(C)cc1-n1nnnc1SCc1cc(=O)n2cc(C)ccc2n1,?,-21%,-12%,-20%
Cc1cccn2c(=O)c(/C=C(\C#N)c3nc4ccccc4s3)c(Oc3ccc(Br)cc3)nc12,?,-3%[10.9 µM],15%,7%
O=c1ccc2ccc(O)c(O)c2o1,11%,-18%,-9%,-6%
CCCCn1c(SCc2ccc(Cl)cc2)nc2c1c(=O)[nH]c(=O)n2C,3.1%,-15%,?,-14%

Next records
structure,IkB signaling,Peg3 imprint,p53ts 39C kill,p53ts 32C tox
Cc1ccc(Cc2cn3cc(-c4ccc(F)cc4)nc3s2)cc1,2.0%,-14%[10.9 µM],7.9µM*,?
COc1ccc(N2CCN(C(c3cc(OC)ccc3OC)c3nnnn3CC3CCCO3)CC2)cc1 (stereo not drawn),.,.,5%,6%
Cc1nc(SCc2ccccc2Cl)c(C#N)c(C)c1C,-3.7%,-8%[10.9 µM],6%,2%
COc1ccccc1CNc1ncnc2ccc(-c3ccc(C(=O)N(C)C)cc3)cc12,-3.1%[11.4 µM],-11%,-6%,14%
CCc1ccc(-n2nc3ccc(NC(=O)COc4ccc(OC)cc4)cc3n2)cc1,-1.2%,-16%[10.9 µM],-5%,2%
COc1cccc(Oc2cnc(N)nc2-c2ccc(OC)cc2O)c1,-1.0%,-18%,8%,19%
COc1ccccc1NC(=O)c1sc2nc3c(cc2c1N)CCCCCC3,?,-8%[10.9 µM],-1%,-3%
CCc1nn(CC(=O)N2CCN(c3cc(C)ccc3C)CC2)c(=O)c2cc3occc3n12,1.9%,9%[10.9 µM],13%,-2%
CCOC(=O)c1[nH]c2ccccc2c1NC(=O)c1ccccc1OC,?,5%[10.9 µM],?,-13%
CCOc1ccc(CNC(=O)C2CCN(c3nn4c(=O)cc(C)nc4s3)CC2)cc1,0.3%,6%[10.9 µM],0%,-4%
CN(C)S(=O)(=O)c1ccc2c(c1)N(CC(=O)NCc1cccc(Br)c1)C(=O)CS2,-2.0%,2%[10.9 µM],-4%,-4%
CCOc1ccc(CCNC(=O)CCn2c(=O)c3cccn3c3ccc(F)cc32)cc1,0.5%,-6%[10.9 µM],7%,0%
CC(C)OC(=O)Cn1c(=O)sc2ccccc21,0.4%,-6%,1%,-4%
COc1ccc(C(=O)CC2(O)C(=O)N(Cc3ccccc3Cl)c3ccccc32)cc1 (stereo not drawn),?,-13%[10.9 µM],-18%,14%
CCN1CCN(CCCNC(=O)c2cn(CCOC)c(=O)c3c2c2ccccc2n3C)CC1,0.0%,-6%,0%,-13%

More results follow.
structure,IkB signaling,Peg3 imprint,p53ts 39C kill,p53ts 32C tox
CCN(CC)CCN1C(=O)C(O)=C(C(=O)c2cccs2)C1c1ccc(C)o1 (stereo not drawn),-2.5%,-19%,-6%,3%
CNC(=O)C1CCC(Cn2c(=O)c3sccc3n(CC(=O)NCc3ccc(C)cc3)c2=O)CC1 (stereo not drawn),?,-16%[10.9 µM],-10%,1%
COc1ccccc1OCCCn1c(C)c(C#N)c2ccccc21,4.3%,-17%,-3%,9%
Cc1ccc(-n2ncc(C(=O)O)c2C2CCN(C(=O)OC(C)(C)C)CC2)cc1,-0.6%,-2%,-5%,17%
Cc1ccc(S(=O)(=O)Nc2ccccc2C(=O)O)c(C)c1,.,.,-7%,-12%
CC(NC(=O)COc1ccc(Br)cc1)C(=O)O (stereo not drawn),-0.7%,-4%,5%,-5%
COc1ccccc1C(=O)Nc1ccccc1C(=O)OCc1cc(=O)n2c(C)csc2n1,-0.5%,13%[10.9 µM],-16%,3%
Cc1ccc(S(=O)(=O)NCC(=O)OCC(=O)c2cccs2)cc1,0.5%,-6%,3%,-7%
CC1CCC(Nc2nc3c(-c4ccc(Cl)cc4)nnn3c3ccccc23)CC1 (stereo not drawn),?,15%[10.9 µM],14%,1%
CC(C)CCNC(=O)c1cccc(-n2cnc3cccnc32)c1,?,-4%[10.9 µM],-2%,10%
COc1ccc(OC)c(NC(=O)CCC(=O)Nc2nnc(C(F)(F)F)s2)c1,0.1%,0%,6%,-4%
N#Cc1ccsc1NC(=O)COC(=O)CCCSc1nc2ccccc2s1,-11%,-74%[inhibitor],-12%,-3%
CCc1ccccc1NC(=O)c1nnn(CC(=O)Nc2ccccc2C)c1N,0.6%,-10%,-12%,1%
Cc1nn(C(=O)CN2C(=O)c3ccccc3C2=O)c(C)c1Br,.,.,5%,-1%
N#C/C(=C\c1ccccc1F)c1nc2ccccc2c(=O)[nH]1,11%,-5%[10.9 µM],27%,1%

Continuation.
structure,IkB signaling,Peg3 imprint,p53ts 39C kill,p53ts 32C tox
COc1ccccc1CC(=O)NC1CC(C)(C)NC(C)(C)C1,0.5%,-3%,-4%,3%
Cc1cc2ccccc2n1CCNC(=O)c1ccccc1,1.5%,-5%,6%,-2%
CCOC(=O)c1cnc(SCC(=O)N2CCN(c3ccccc3)CC2)nc1N,0.3%,-8%,11%,2%
CC(=O)C1=C(C)NC(SCC(=O)c2ccc(Cl)cc2)=C(C#N)C1c1ccco1 (stereo not drawn),?,-19%,18%,22%
CCOc1ccc(CN(C(=O)c2ccco2)C2CCS(=O)(=O)C2)cc1 (stereo not drawn),1.6%,-9%,5%,3%
Cc1ccc(OCC(O)CN2CCN(c3ccccc3)CC2)cc1 (stereo not drawn),0.0%,1%,1%,2%
CC(=O)Nc1nonc1-c1nc2ccccc2n1N(C(C)=O)C(C)=O,4.2%,2%,5%,15%
Nc1ccc(N=Nc2c(S(=O)(=O)O)cc3ccccc3c2S(=O)(=O)O)cc1,2.1%[11.4 µM],-13%[10.9 µM],0%[9.22 µM],4%[9.22 µM]
COc1ccc2[nH]c(=O)c(CN(C(=O)c3ccncc3)C(C)C)cc2c1,-2.0%,-4%,6%,-3%
CCCOc1cccc(C(=O)Nc2cccc(-c3nc4ncccc4o3)c2C)c1,?,-13%[10.9 µM],-24%,16%
CCOC(=O)N1CCN(C(=O)COc2cc(=O)n(C)c3ccccc23)CC1,3.6%,-6%,-6%,0%
O=S(=O)(c1ccc(Br)cc1)c1nnn2c1nc(NCCc1ccccc1)c1sccc12,?,-11%[10.9 µM],-4%,-5%
COc1ccc(NC(=O)CCn2nc(C)cc2C)cc1,1.9%,-4%,9%,-1%
Cc1ccc(Cl)cc1NS(=O)(=O)c1c(C)[nH]c(=O)[nH]c1=O,2.2%,1%,-4%,-4%
CCCCc1c(C)c2ccc(OC)c(/C(C)=N\O)c2oc1=O,3.1%,-14%,-8%,6%

Of the compounds above, these contain a COOH group.
structure,IkB signaling,Peg3 imprint,p53ts 39C kill,p53ts 32C tox
Cc1nc2c3c(-c4ccccc4)nc(N4CCOCC4)nc3nn2c(C)c1CCC(=O)O,-0.9%,-15%,4%,7%
CCN(CC)C(=O)COc1ccc(CC(=O)O)cc1OC,-1.1%,-4%,-1%,2%
Cc1ccc(-n2ncc(C(=O)O)c2C2CCN(C(=O)OC(C)(C)C)CC2)cc1,-0.6%,-2%,-5%,17%
Cc1ccc(S(=O)(=O)Nc2ccccc2C(=O)O)c(C)c1,.,.,-7%,-12%
CC(NC(=O)COc1ccc(Br)cc1)C(=O)O (stereo not drawn),-0.7%,-4%,5%,-5%

(cont.)
structure,IkB signaling,Peg3 imprint,p53ts 39C kill,p53ts 32C tox
Cc1ccc(C)c2[nH]c(=O)c(CCNC(=O)C(C)C)cc12,2.9%,-6%,9%,-10%
CCn1cc(CNC(=O)CCc2ccc(OC)cc2)cn1,-0.8%,5%,1%,5%
Cc1ccc(C)c(NS(=O)(=O)c2ccc3oc(=O)c4ncn(C)c4c3c2)c1,?,8%[10.9 µM],7.9µM*,?
NC(=O)c1c(NC(=O)Cc2cccs2)sc2c1CCC2,0.0%,-2%,-12%,-11%
Cn1c(CSCc2ccccc2Cl)nnc1SCC(=O)Nc1nccs1,?,-10%,4%,-4%
CCOC(=O)Cn1c(=O)oc2cc(S(=O)(=O)Nc3cc(OC)cc(OC)c3)ccc21,?,-9%[10.9 µM],-12%,?

Screening data deposited in PubChem BioAssay by National Center for Advancing Translational Sciences (NCATS).
